# Screening results: PubChem BioAssay, several laboratories
# PHOSPHO1 inh: PubChem AID 1565 | recombinant PHOSPHO1, absorbance phosphatase assay | 290,000 compounds, 1.1% hits | inhibition, % at 13.3 µM; in the data active = inhibition above about 60%
# UBC9 SUMO inh: inhibitors of in vitro SUMOylation cascade, primary screen, biochemical, HTRF, uHTS; 290,000 compounds, 0.36% hits; inhibition, % at 35 µM; SUMO-conjugating enzyme UBC9 (Homo sapiens), P63279; HTRF SUMOylation assay, SAE1/SAE2 + UBC9; in the data active = inhibition above about 50%, passing the limit was not always enough; also: strong numbers were not always called active
# pCIP destab: p/CIP-EGFP fusion destabilizers, primary screen, fluorescence, F442A cells. Q05BA5. 16 h. decrease of EGFP signal, % at 10 µM. 290,000 compounds, 0.01% hits. AID 1984, 2009;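 active = EGFP signal decrease of at least 30% at 10 µM or well 3 SD below plate mean, unless failing retest; inactive = the rest, including hits failing retest or dose response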; also: some compounds called inactive have numbers as strong as hits; many of its hits are not listed in these tables
# VIM-2 inh: VIM-2 metallo-beta-lactamase inhibitors, primary screen, biochemical, epi-absorbance readout, Pseudomonas aeruginosa enzyme. purified VIM-2, nitrocefin hydrolysis, epi-absorbance fluorescence. inhibition, % at 5.6 µM. 290,000 compounds, 0.89% hits. AID 1527, 2009;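 active = inhibition above the mean of all tested compounds plus 3 SD, cutoff set per screening run, cut at about 7.5% in these data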;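 also: red hydrolysis product quenches plate fluorescence so inhibitors raise well fluorescence; 0% = enzyme with DMSO and 100% = DMSO without enzyme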
# FID counter: compounds displacing fluorescent DNA intercalator, primary screen, artefact control for HCV NS3 helicase inhibitor project, biochemical, FID fluorescence | AID 1845, 2009 | 290,000 compounds, 0.17% hits | inhibition, % at 7.9 µM | DNA fluorescent intercalator displacement; in the data active = inhibition above about 37%;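 also: 0% = vehicle and 100% = reference compound; higher means more ethidium bromide displaced from hairpin DNA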
# NS3 helicase inh: inhibitors of HCV NS3 helicase, primary screen, biochemical, Cy5 molecular beacon fluorescence; Hepatitis C virus NS3 helicase; NS3 helicase DNA unwinding; inhibition, % at 10.9 µM; 290,000 compounds, 0.56% hits;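 active = inhibition above the mean of all tested compounds plus 3 SD, set per campaign, cut at about 35% in these data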;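 also: 0% = DMSO wells and 100% = thioflavine S control wells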
#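 Material: hepatitis C virus NS3 helicase domain fragment enzyme; measured by: Cy5 fluorescence, 0 and 60 min reads; control set: DMSO and thioflavine S; incubation: 60 min unwinding reaction at 25 °C after ATP addition; read-out basis: % inhibition from 60/0 min fluorescence ratio, DMSO 0%, thioflavine S 100%; repeats: singlicate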
# IMP-1 inhibitor: IMP-1 metallo-beta-lactamase inhibitors, primary screen, biochemical, epi-absorbance readout, Pseudomonas aeruginosa enzyme. 290,000 compounds, 0.45% hits. purified IMP-1, nitrocefin hydrolysis, epi-absorbance fluorescence. inhibition, % at 5.6 µM. metallo-beta-lactamase IMP-1 (Pseudomonas aeruginosa);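 active = inhibition above the mean plus 3 SD of all compounds in the same screening run, cut at about 4.5% in these data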;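 also: 0% = IMP-1 with DMSO and 100% = DMSO wells lacking enzyme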
#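 System: purified IMP-1 / Input: IMP-1 dispensed at 0.2 nM / Medium: 50 mM HEPES pH 7.1, 50 µM ZnSO4, 0.05% Brij 35 / Timing: 15 min enzyme–compound preincubation, then 25 min nitrocefin reaction, 25 °C / Technique: plate fluorescence quenching by hydrolysis product, ex 480/em 530 nm / Repeats: singlicate testing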
# MEKK3 PB1 HTS: modulators of MEKK3-MEK5 PB1 binding, primary screen, biochemical, wildtype MEKK3, multiplex bead flow cytometry, Alexa488-MEK5; AID 1529, 2009; 290,000 compounds, 1.4% hits; Mitogen-activated protein kinase kinase kinase 3 (Homo sapiens), Q99759; bead-based flow cytometry, Alexa488-MEK5 binding to MEKK3; actives lie on both sides; 0 = blocked by unlabeled MEK5, 100 = vehicle; binding response (% of control), % at 10 µM;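 active = binding response more than 3 SD above or below the average of its plate-row segment, actives on both sides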;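 also: Alexa488 bead fluorescence after subtracting the streptavidin-only scavenger bead signal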
# IDE act: human IDE activators in live cells, primary screen, fluorescence polarization, HEK cells, FAbeta-B substrate; Insulin-degrading enzyme (Homo sapiens), P14735; FAbeta-B cleavage; 0% vehicle, 100% cell-free pure enzyme wells; activation, % at 5.96 µM; 340,000 compounds, 0.073% hits; AID 493087, 2011;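 active = activation above the mean of all tested compounds plus 3 SD, set per screening campaign, cut at about 17% in these data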
# Target sequence (P14735 whole entry, looked up): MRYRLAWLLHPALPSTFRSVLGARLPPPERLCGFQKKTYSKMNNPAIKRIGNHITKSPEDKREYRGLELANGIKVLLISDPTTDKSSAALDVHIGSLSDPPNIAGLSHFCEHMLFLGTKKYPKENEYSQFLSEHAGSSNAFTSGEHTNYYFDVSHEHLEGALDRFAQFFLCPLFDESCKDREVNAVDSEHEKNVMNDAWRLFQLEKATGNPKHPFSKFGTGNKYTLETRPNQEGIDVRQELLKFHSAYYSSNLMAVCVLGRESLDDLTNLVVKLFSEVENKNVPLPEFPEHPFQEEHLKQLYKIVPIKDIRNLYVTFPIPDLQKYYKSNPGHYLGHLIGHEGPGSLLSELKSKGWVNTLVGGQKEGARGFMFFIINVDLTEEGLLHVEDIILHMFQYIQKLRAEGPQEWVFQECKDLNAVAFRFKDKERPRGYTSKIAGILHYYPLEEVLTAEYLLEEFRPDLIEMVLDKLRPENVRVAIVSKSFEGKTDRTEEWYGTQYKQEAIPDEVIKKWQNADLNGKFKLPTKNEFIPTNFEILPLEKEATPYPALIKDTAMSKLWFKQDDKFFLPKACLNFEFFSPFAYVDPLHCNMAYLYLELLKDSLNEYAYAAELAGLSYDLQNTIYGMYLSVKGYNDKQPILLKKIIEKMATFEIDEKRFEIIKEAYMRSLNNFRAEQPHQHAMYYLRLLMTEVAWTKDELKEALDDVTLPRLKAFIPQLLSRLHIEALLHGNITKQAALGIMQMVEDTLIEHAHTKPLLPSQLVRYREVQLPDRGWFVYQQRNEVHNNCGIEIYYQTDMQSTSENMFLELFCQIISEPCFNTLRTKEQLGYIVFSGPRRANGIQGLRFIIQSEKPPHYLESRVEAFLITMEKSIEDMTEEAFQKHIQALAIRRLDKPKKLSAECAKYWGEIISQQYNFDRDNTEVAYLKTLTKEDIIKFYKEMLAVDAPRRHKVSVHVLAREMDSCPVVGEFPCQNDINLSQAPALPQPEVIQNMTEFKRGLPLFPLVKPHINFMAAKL
# An asterisk follows results filed as active; x = not tested or not shown. These rows are one share of the data (hit frequency here may not be typical).
# Under each structure – PHOSPHO1 inh	UBC9 SUMO inh	pCIP destab	VIM-2 inh	FID counter	NS3 helicase inh	IMP-1 inhibitor	MEKK3 PB1 HTS	IDE act
> COc1cc2c(C(=O)N3CCN(C)CC3)c(CSc3ccccc3)n(C)c2cc1Br
    16.5	-13.9	-4.9	0.5	8.4	-81.8	-0.5	100.0	6.0
> Cc1ccc(NC(=O)CCNC(=O)c2ccccc2Cl)cc1S(=O)(=O)N(C)C
    -6.9	-2.0	-3.7	0.0	-16.7	15.1	0.4	93.0	-4.6
> CCCNC(=O)c1ccc(Cl)c(Cl)c1
    11.5	-0.9	-2.9	-4.0	-4.1	-4.8	-2.2	102.0	1.9
> Cc1nnc(-c2ccccc2)[nH]c1=O
    11.7	10.1	-8.3	-1.8	0.5	8.0	-2.0	107.0	4.7
> CCOc1cccc(C(=O)Nc2ccncc2)c1
    33.9	9.2	-22.7	-2.3	-2.2	2.5	-1.3	103.0	5.5
> O=C(C(=O)N1CCN(c2ccc([N+](=O)[O-])cc2)CC1)c1cn(CC(=O)N2CCOCC2)c2ccccc12
    38.1	6.7	-2.5	-0.6	-35.4	-5.9	0.2	105.0	5.5
> CC(C)(C)c1ccc(-c2nc(C#N)c(NCc3cccnc3)o2)cc1
    45.1	-7.3	-14.9	0.6	-14.8	-8.1	-2.1	100.0	6.7
> COc1ccc(Cl)cc1C(=O)CSc1nc(N)cc(N)n1
    22.0	0.9	2.8	0.7	3.9	-5.3	-1.6	68.0	-1.1
> CSc1ccccc1C(=O)N1CCC(CCC(=O)NCc2ccc(F)cc2)CC1
    37.6	0.9	4.6	1.6	-42.2	12.6	0.0	97.0	5.7
> COc1ccc(C2(c3ccc(OC)cc3)NC(=O)N(CC(=O)NC(C)C)C2=O)cc1
    31.9	-1.5	-9.9	-4.2	-33.2	-6.1	-3.8	103.0	3.0
> O=C1c2ccc(Oc3ccc4c(c3)C(=O)N(CCCCO)C4=O)cc2C(=O)N1CCCCO
    -3.3	24.1	-9.0	-0.9	-21.2	0.1	-1.0	102.0	1.5
> O=C(c1ccc(N2CCOCC2)c([N+](=O)[O-])c1)N1CCN(S(=O)(=O)c2cccs2)CC1
    -6.7	3.9	9.2	-0.7	-10.4	-19.6	-1.2	104.0	-3.0
> Nc1ccccc1SCc1ccccc1
    -2.7	-8.7	11.9	-3.2	4.2	-2.0	-0.8	97.0	-0.6
> CCOc1ccc(-n2cnnn2)cc1S(=O)(=O)N1CCCCC1
    -10.7	1.9	1.2	-0.9	-5.5	0.1	-1.3	108.0	3.4
> O=C(O)CSCC(=O)NCc1ccccc1
    1.0	22.0	-15.8	1.8	8.9	4.2	-0.6	104.0	0.5
> O=C(NCCc1nc2ccccc2[nH]1)/C(=C/c1ccco1)NC(=O)c1ccc(Br)cc1
    -11.7	3.1	0.5	-1.3	-5.9	0.2	-1.1	95.0	-3.8
> CCOc1cccc(CNCCNC(=O)c2nonc2N)c1
    8.3	25.0	-8.6	-2.2	4.3	-0.9	-2.8	102.0	-1.6
> O=[N+]([O-])c1cc(S(=O)(=O)Nc2ccccc2)ccc1N1CCN(c2ccc(O)cc2)CC1
    0.2	0.4	-13.6	-4.4	13.4	5.2	-2.2	97.0	-2.0
> Cc1cc(OC(=O)c2ccccc2Br)c([N+](=O)[O-])c(=O)[nH]1
    15.1	-14.2	3.9	-3.1	-2.3	-2.6	-2.6	102.0	8.0
> Cc1cccc(OCCn2cc(/C=N/NC(=O)c3ccncc3)c3ccccc32)c1
    0.0	4.2	-21.4	0.2	-18.6	-27.5	-2.9	86.0	0.3
> O=C(COC(=O)c1ccc2c(c1)C(=O)N(CCc1ccccc1)C2=O)Nc1ccc(OC(F)F)cc1
    -5.1	8.1	1.3	-4.7	-3.9	2.9	-1.8	101.0	-4.4
> CCOC(=O)CN(C(=O)CSc1nnc(CNc2ccc(F)cc2)n1C)c1ccccc1
    15.5	-5.2	-2.2	2.0	-23.4	19.5	-0.1	111.0	8.6
> Cc1nn(C(C)C(=O)Nc2ccc(Cl)cn2)c(C)c1[N+](=O)[O-] (stereo not given)
    45.9	22.0	-7.8	-2.8	-6.5	2.5	-2.9	95.0	3.9
> C/C(=N\NC(=O)c1ccc(Cl)cc1)c1cccc(NC(=O)c2cccnc2)c1
    -8.2	-9.4	0.9	-5.3	-5.1	4.7	-2.0	98.0	3.2
> COc1ccc(C)cc1S(=O)(=O)Nc1ccccc1C
    23.4	6.8	-7.7	-1.3	-3.4	4.0	-5.1	101.0	-1.5
> CNC(=O)NC(=O)COC(=O)c1ccc(-n2c(C)ccc2C)cc1
    0.8	-7.4	-4.7	2.1	-5.0	5.0	0.0	99.0	-5.7
> COc1ccc(Cl)cc1NC(=O)C1CCCN(S(C)(=O)=O)C1 (stereo not given)
    13.8	19.8	-11.4	0.3	-10.6	-3.9	1.0	105.0	-1.8
> CCN(CC)C(=O)c1ccc(CS(=O)(=O)Cc2ccccc2)cc1
    9.7	-2.0	-7.8	-2.8	-12.5	-5.8	-3.9	97.0	0.2
> COc1cc2c(cc1OC)C1=C(C#N)CN(C3CCCCC3)CN1CC2
    15.2	30.7	-14.2	-5.3	-12.8	19.5	-4.2	99.0	5.5
> COc1ccc(S(=O)(=O)Nc2nc3ccccc3s2)cc1
    -6.0	4.8	-0.3	-3.8	-18.4	5.1	-0.7	98.0	0.0
> Cc1cccc(NC(=O)CSc2cccc3cccnc23)c1
    24.1	-0.4	12.2	-1.9	-19.6	-9.7	-7.4	102.0	9.5
> NC(=O)C[n+]1ccc(/C=N/O)cc1
    0.6	13.0	-2.3	-1.6	2.2	-6.4	-2.8	97.0	-0.5
> C=CCNCCOCCOc1ccc(C)cc1[N+](=O)[O-]
    16.9	9.6	-6.4	-1.1	12.5	-3.4	-2.6	101.0	1.9
> Nc1nc(CN2CCN(c3ccccc3F)CC2)nc(Nc2ccc3c(c2)OCCO3)n1
    25.4	-5.4	-4.2	-2.9	-16.1	-4.6	-2.3	100.0	5.8
> COc1ccc(NC(=O)CN2CCCN(S(=O)(=O)c3ccc(F)cc3)CC2)cc1
    3.4	11.9	-5.0	-5.6	-15.3	-0.8	-3.2	103.0	6.4
> Cc1nnc(SCC(=O)NCc2ccccc2Cl)n(N)c1=O
    -3.4	-16.0	0.4	1.3	-1.5	1.7	-1.1	130.0*	6.2
> CC1CCN(S(=O)(=O)N2CCC(C(=O)NCc3cccnc3)CC2)CC1
    33.4	14.5	-6.2	0.4	-9.9	-2.7	-1.2	58.0	-3.0
> CCCCn1cnc2c(c1=O)c1nc3ccccc3nc1n2Cc1ccc2c(c1)OCO2
    28.5	19.6	-3.1	-2.5	1.0	-8.7	-4.2	94.0	3.0
> COc1ccc(C(=O)NCS(=O)(=O)c2ccc(C)cc2)cc1
    40.8	4.2	-6.1	-2.8	-3.1	-2.9	-1.7	100.0	3.9
> CCCOc1ccc(N2C(=O)CC(NCCc3ccc(S(N)(=O)=O)cc3)C2=O)cc1 (stereo not given)
    13.5	9.6	-13.8	-1.6	-0.7	-3.3	-2.1	99.0	5.4
> O=C(COc1ccccc1Cl)Nc1ccc(S(=O)(=O)Nc2ccccn2)cc1
    14.6	5.4	-15.4	-0.3	-17.9	-5.1	-2.0	103.0	-0.6
> CCOC(=O)Cc1c(C)[nH]c(=S)[nH]c1=O
    33.0	-14.1	0.4	1.7	-3.6	1.0	-3.7	103.0	2.4
> CCNC(=S)N1CCN(Cc2ccccc2)CC1
    -35.6	9.6	-2.1	-0.8	5.1	-10.5	-0.2	98.0	-0.1
> CCC1=C(OC(=O)N(CC)CC)N2C(=O)OC(=NCC3CC3)[C@]2(Cc2ccccc2)[C@H]2C1=CC[C@H]1C(=O)NC(=O)[C@H]12
    35.3	15.7	-2.3	x	x	x	x	113.0	2.1
> CN1C2CCC1/C(=C\c1ccccc1F)C(=O)/C2=C/c1ccccc1F
    -7.9	-1.3	0.7	-3.0	4.7	-65.0	0.0	93.0	8.1
> CS(=O)(=O)N1CCC(C(=O)Nc2ccc(Oc3ccccc3)cc2)CC1
    20.8	8.9	-6.5	-2.7	-14.5	-6.6	-5.1	96.0	-3.1
> CCOc1ccc2nc(-c3cc(NC(C)=O)ccc3O)sc2c1
    12.5	4.6	-10.4	-3.1	-8.9	1.9	-4.2	105.0	-3.1
> Cc1ccc(-c2nc3cccnc3o2)cc1NC(=O)COc1ccc(C(C)(C)C)cc1
    20.4	-13.5	9.4	-1.7	-18.4	-8.9	-2.1	103.0	6.5
> CCOC(=O)C1=C(C)N=c2s/c(=C3\C(=O)Nc4ccccc43)c(=O)n2C1c1ccc2c(c1)OCO2 (stereo not given)
    -3.4	8.6	-6.7	-5.4	-1.3	0.7	-4.5	87.0	-6.9
> Cc1ccnc2nc(C(=O)OCC(=O)Nc3ccc4c(c3)OC(F)(F)O4)nn12
    37.5	7.1	-3.8	0.6	1.4	-1.3	4.7*	98.0	0.8

# 3 of the entries above in order of the UBC9 SUMO inh value, high to low.
SMILES	PHOSPHO1 inh	UBC9 SUMO inh	pCIP destab	VIM-2 inh	NS3 helicase inh	IMP-1 inhibitor	MEKK3 PB1 HTS	IDE act
CS(=O)(=O)N1CCC(C(=O)Nc2ccc(Oc3ccccc3)cc2)CC1	20.8	8.9	-6.5	-2.7	-6.6	-5.1	96.0	-3.1
O=C(COc1ccccc1Cl)Nc1ccc(S(=O)(=O)Nc2ccccn2)cc1	14.6	5.4	-15.4	-0.3	-5.1	-2.0	103.0	-0.6
CCOc1ccc2nc(-c3cc(NC(C)=O)ccc3O)sc2c1	12.5	4.6	-10.4	-3.1	1.9	-4.2	105.0	-3.1

# Next part
# Under each structure – PHOSPHO1 inh	UBC9 SUMO inh	pCIP destab	VIM-2 inh	FID counter	NS3 helicase inh	IMP-1 inhibitor	MEKK3 PB1 HTS	IDE act
> O=C(CCCOc1ccc(Cl)cc1)Nc1nncs1
    17.9	10.4	-4.5	-2.7	-8.7	6.6	-4.5	101.0	3.4
> COC(=O)C1=C(C)N(C2CCCCC2)C(=O)C1
    56.2	5.9	-5.5	-2.7	-9.8	0.3	-3.6	102.0	2.4
> CSc1cc(C)nc(NC(C)=O)n1
    35.8	22.4	-8.8	-3.3	-3.8	-9.0	-2.6	99.0	2.8
> CCOc1ccc(-c2noc(-c3cccnc3)n2)cc1OCC
    24.6	-2.3	-14.0	0.4	-12.7	6.1	-3.5	101.0	x
> O=C1CN(C(=O)COC(=O)c2cnc(Cl)c(Cl)c2)c2ccccc2N1
    -13.7	-3.5	0.2	-0.2	-11.6	-12.4	-1.5	98.0	1.6
> CCCN1CCN(CCCNC(=O)CCn2nc(-c3ccccc3)ccc2=O)CC1
    -9.8	-6.0	-7.2	2.3	9.7	0.2	-0.1	79.0	0.8
